# Source: PubChem (several laboratories)
# GalR3 antag = GalR3 antagonists in HEK293 cells, primary screen, cell-based, fluorescence readout. inhibition, % at 3 µM. AID 651719, 2012. HEK293 GalR3-CNG cAMP membrane potential fluorescence; galR3 body fused to GalR1 C-terminus. 0.44% of 360,000 active. Galanin receptor type 3 (Homo sapiens), O60755;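 active = inhibition above the screen-wide average plus 3 SD, cut at about 13% in these data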;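 also: forskolin and galanin both at EC90 stimulate the cells; cAMP rise reported by CNG channel membrane potential dye signal; 0% = forskolin plus galanin with DMSO and 100% = forskolin alone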
# CRFBP-R2 block = antagonists of CRF-BP/CRF-R2 complex, primary screen, cell-based, HEK293, calcium dye fluorescence, uHTS; inhibition, % at 11.8 µM; CRF-induced calcium fluorescence; AID 588475, 2011; 0.59% of 350,000 active;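 active = inhibition of the ligand-induced calcium signal above about 50% at the single tested concentration, limit read from the data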
# MEKK3 PB1 HTS = modulators of MEKK3-MEK5 PB1 binding, primary screen, biochemical, wildtype MEKK3, multiplex bead flow cytometry, Alexa488-MEK5 | Mitogen-activated protein kinase kinase kinase 3 (Homo sapiens), Q99759 | bead-based flow cytometry, Alexa488-MEK5 binding to MEKK3; actives lie on both sides; 0 = blocked by unlabeled MEK5, 100 = vehicle | binding response (% of control), % at 10 µM | 1.4% of 290,000 active;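 active = binding response more than 3 SD above or below the average of its plate-row segment, actives on both sides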;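 also: Alexa488 bead fluorescence after subtracting the streptavidin-only scavenger bead signal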
# Target sequence (Q99759 whole entry, looked up): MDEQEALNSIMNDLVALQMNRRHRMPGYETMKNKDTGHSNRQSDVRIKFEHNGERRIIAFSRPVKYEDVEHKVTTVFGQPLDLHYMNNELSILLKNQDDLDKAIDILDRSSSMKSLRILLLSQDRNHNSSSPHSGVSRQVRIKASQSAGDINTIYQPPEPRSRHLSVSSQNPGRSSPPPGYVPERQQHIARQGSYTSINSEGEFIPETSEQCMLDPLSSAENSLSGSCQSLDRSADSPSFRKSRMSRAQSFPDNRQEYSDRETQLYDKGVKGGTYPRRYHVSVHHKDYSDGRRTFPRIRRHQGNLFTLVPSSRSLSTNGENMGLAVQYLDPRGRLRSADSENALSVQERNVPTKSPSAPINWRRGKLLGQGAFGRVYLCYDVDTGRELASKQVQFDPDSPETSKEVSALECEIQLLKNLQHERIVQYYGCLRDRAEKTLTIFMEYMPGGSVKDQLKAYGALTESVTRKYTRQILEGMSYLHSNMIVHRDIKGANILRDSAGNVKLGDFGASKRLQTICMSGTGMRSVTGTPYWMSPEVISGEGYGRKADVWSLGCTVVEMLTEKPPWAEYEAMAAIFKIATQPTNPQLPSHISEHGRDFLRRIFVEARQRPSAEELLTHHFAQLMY
# MEKK2 WT-MEK5 = modulators of MEK5 binding to wildtype MEKK2, primary screen, biochemical, multiplex bead flow cytometry, Alexa488-MEK5. Mitogen-activated protein kinase kinase kinase 2 (Homo sapiens), Q9Y2U5. Alexa488-MEK5 binding to MEKK2 WT; actives lie on both sides. binding response (% of control), % at 10 µM. 1.1% of 290,000 active; in the data active = binding response below about 67% or above about 130%
# HCV NS3 hel inh = inhibitors of HCV NS3 helicase, primary screen, biochemical, Cy5 molecular beacon fluorescence; Hepatitis C virus NS3 helicase; NS3 helicase DNA unwinding; inhibition, % at 10.9 µM; 0.56% of 290,000 active; AID 1800, 2009;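 active = inhibition above the mean of all tested compounds plus 3 SD, set per campaign, cut at about 35% in these data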;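 also: 0% = DMSO wells and 100% = thioflavine S control wells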
#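 System: HCV NS3 helicase fragment; control set: DMSO and thioflavine S; technique: Cy5 fluorescence at 0 and 60 min, beacon hairpin quenching; reagent: beacon DNA duplex substrate plus ATP; replicates: singlicate; schedule: 1 h reaction at 25 °C, ATP-initiated; medium: MOPS buffer pH 6.5 with MgCl2, DTT, Tween20, BSA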
# FID counter = compounds displacing fluorescent DNA intercalator, primary screen, artefact control for HCV NS3 helicase inhibitor project, biochemical, FID fluorescence; DNA fluorescent intercalator displacement; inhibition, % at 7.9 µM; 0.17% of 290,000 active; in the data active = inhibition above about 37%;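 also: 0% = vehicle and 100% = reference compound; higher means more ethidium bromide displaced from hairpin DNA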
# SUMO HTRF inh = inhibitors of in vitro SUMOylation cascade, primary screen, biochemical, HTRF, uHTS | inhibition, % at 35 µM | HTRF SUMOylation assay, SAE1/SAE2 + UBC9 | 0.36% of 290,000 active; in the data active = inhibition above about 50%, passing the limit was not always enough; also: strong numbers were not always called active
# Target sequence (P63279 whole entry, looked up): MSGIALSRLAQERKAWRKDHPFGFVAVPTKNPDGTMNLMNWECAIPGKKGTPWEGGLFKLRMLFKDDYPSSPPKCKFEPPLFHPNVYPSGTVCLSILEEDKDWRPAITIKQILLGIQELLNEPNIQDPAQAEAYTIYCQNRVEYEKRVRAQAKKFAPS
# CRFR2-BP ag = agonists of CRF-BP/CRF-R2 complex, primary screen, cell-based, HEK293, calcium dye fluorescence, uHTS. 0.46% of 350,000 active. AID 588473, 2011. CRF-binding protein / CRF receptor 2 complex (human). activation, % at 13.2 µM. calcium dye fluorescence (FLIPR); percent of saturating CRF peptide response;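 active = activation of at least 50%, plus an integration ratio under a set limit after plate pattern correction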;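 also: plate controls were neutral control wells without compound for no effect and CRF at EC100 for full effect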
# MEKK2 mut-MEK5 = MEK5 binding signal on mutant MEKK2 PB1, primary screen, biochemical, multiplex bead flow cytometry, Alexa488-MEK5. Alexa488-MEK5 binding to MEKK2 mutant. percent response, % at 10 µM. 0.35% of 290,000 active; in the data active = percent response above about 24%, passing the limit was not always enough; also: inactives centre near 1; some results filed as inactive read as strong as hits
# Active calls of the source: *; x = no result given; & = joins results of further samples.
SMILES,GalR3 antag,CRFBP-R2 block,MEKK3 PB1 HTS,MEKK2 WT-MEK5,HCV NS3 hel inh,FID counter,SUMO HTRF inh,CRFR2-BP ag,MEKK2 mut-MEK5
Cc1ccc(S(=O)(=O)N2CCOCC2)cc1NC(=O)COC(=O)c1n[nH]c(=O)c2ccccc12,-1,-3,104,103,3,-5,12,-0.8,3
CCCCNC(=O)Nc1nnc(-c2ccc(OCC)cc2)o1,1,2,103,100,0,-12,2,7.2,-2
CC(SCc1ccccc1)C(=O)NC1CCCC1 (stereo unspecified),-3,0,107,107,2,-10,8,0.5,4
COc1ccc(C(=O)Nc2nc(-c3ccc(S(=O)(=O)N4CCOCC4)cc3)cs2)cc1,-3,-5,101,98,-3,-4,-94,2.2,0
O=C(c1ccc(Cl)cc1)N1N=CCC1(O)c1ccc(Cl)cc1 (stereo unspecified),-2,3,104,103,8,-6,-4,2.7,1
Cn1cnnc1Sc1ccc(C(=O)OCC(=O)Nc2cc(Cl)cc(Cl)c2)cc1[N+](=O)[O-],-1,-10,137*,119,1,5,-1,-2.0,3
Cc1ccnc(NS(=O)(=O)c2ccc(NC(=O)C(C)(C)C)cc2)n1,-4,-3,103,104,-1,-1,-16,1.9,4
O=C(O)c1ccc(-c2nc3ccccc3[nH]2)cc1,-1,20,95,103,3,8,13,-3.8,2
CCOC(=O)c1[nH]ncc1CN1CCCC(C(=O)c2cccc3ccccc23)C1 (stereo unspecified),4,-26,100,101,-1,-2,-3,-1.8,-5
O=C(CNC(=O)c1ccco1)Nc1ccc(F)cc1,-1,-8,99,100,3,-1,9,0.0,0

# Seven compounds picked at random from those above, as already listed:
SMILES,GalR3 antag,CRFBP-R2 block,MEKK3 PB1 HTS,MEKK2 WT-MEK5,HCV NS3 hel inh,FID counter,SUMO HTRF inh,CRFR2-BP ag,MEKK2 mut-MEK5
Cn1cnnc1Sc1ccc(C(=O)OCC(=O)Nc2cc(Cl)cc(Cl)c2)cc1[N+](=O)[O-],-1,-10,137*,119,1,5,-1,-2.0,3
COc1ccc(C(=O)Nc2nc(-c3ccc(S(=O)(=O)N4CCOCC4)cc3)cs2)cc1,-3,-5,101,98,-3,-4,-94,2.2,0
O=C(CNC(=O)c1ccco1)Nc1ccc(F)cc1,-1,-8,99,100,3,-1,9,0.0,0
O=C(O)c1ccc(-c2nc3ccccc3[nH]2)cc1,-1,20,95,103,3,8,13,-3.8,2
O=C(c1ccc(Cl)cc1)N1N=CCC1(O)c1ccc(Cl)cc1 (stereo unspecified),-2,3,104,103,8,-6,-4,2.7,1
Cc1ccc(S(=O)(=O)N2CCOCC2)cc1NC(=O)COC(=O)c1n[nH]c(=O)c2ccccc12,-1,-3,104,103,3,-5,12,-0.8,3
Cc1ccnc(NS(=O)(=O)c2ccc(NC(=O)C(C)(C)C)cc2)n1,-4,-3,103,104,-1,-1,-16,1.9,4

# The results go on:
SMILES,GalR3 antag,CRFBP-R2 block,MEKK3 PB1 HTS,MEKK2 WT-MEK5,HCV NS3 hel inh,FID counter,SUMO HTRF inh,CRFR2-BP ag,MEKK2 mut-MEK5
CSc1nnc(NC(=O)c2ccc3c(c2)OCO3)s1,1,-10,105,109,0,-6,2,0.7,8
CCN1CCN(Cc2ccc(NC(=O)c3cc(NC(=O)c4cc(C)on4)cc(OC)c3)cc2C(F)(F)F)CC1,-5,-14&-9,113,193*,-90,42*,-13,0.3&-0.9,30*
CSc1ccc(C2C(C(=O)c3ccco3)=C(O)C(=O)N2c2nnc(SC)s2)cc1 (stereo unspecified),2,5,98,95,39*,-27,16,15,-2
Cc1ccc(N(C(C)C(=O)Nc2ccc(S(=O)(=O)N3CCOCC3)cc2)S(C)(=O)=O)cc1C (stereo unspecified),-4,-8,97,98,-8,-33,1,-1.6,4
Cc1noc2ncc(C(=O)c3cc(F)ccc3O)cc12,3,24,100,105,-4,4,8,-1.0,18
COC(=O)c1ccc(NC(=O)CSc2nnc(-c3ccccc3)n2C)cc1,2,9,63,82,-2,-3,-21,0.1,-5
COCCN1C(=O)N(c2cccc(C)c2)C(=O)C1CC(=O)Nc1ccc(OC)cc1 (stereo unspecified),-2,20,110,109,-1,-3,21,-0.1,11
CC1CCN(CCCNC(=O)CN2C(=O)CSc3ccc(S(=O)(=O)N4CCC(C)CC4)cc32)CC1,-9,-12,99,102,-13,45*,x,-1.9,-3
CCn1nc(C)cc1C(=O)N1CCCC(CCC(=O)NCc2ccccc2F)C1 (stereo unspecified),-6,-8,103,99,12,-15,-7,-2.0,-1
CCOC(=O)c1c(C2CC2)csc1NC(=O)CSCc1c(C)noc1C,-3,34,102,100,-6,-10,-22,7.5,3
CC[C@H](C)[C@H](NC(=O)[C@H](Cc1ccc(O)cc1)NC(=O)[C@@H](N)C(C)C)C(=O)N[C@@H](Cc1cnc[nH]1)C(=O)N1CCC[C@H]1C(=O)N[C@@H](Cc1ccccc1)C(=O)O,x,12,66,75,13,-4,7,-1.4,5
CN(C(=O)c1cccc(C#N)c1)c1nnc(C2CCCO2)s1 (stereo unspecified),-2,-5,102,106,-12,-1,2,2.3,3
CCN(CC)CCNC(=O)c1cn(-c2ccccc2)nc1-c1cccs1,-2,-16,x,x,-8,17,10,-0.9,x
Cc1ccc2nc(-c3ccncc3)cc(C(=O)Nc3ccc(F)cc3C)c2c1,-3,-2,108,108,-1,-35,-6,0.7,10
Cc1nnsc1S(=O)(=O)c1ccccc1,-7,0,101,104,3,0,-1,1.5,1
Cc1ccc(Nc2nc(N3CCOCC3)c3ccccc3n2)cc1,-5,15,103,100,-30,19,21,0.4,4
Cc1ccc(C)c(OCC(=O)O/N=C(\N)c2cccnc2)c1,3,5,94,93,-4,-19,-4,-0.1,-2
CCOc1ccccc1Nc1cc(C)nc2nnnn12,-4,5,102,97,2,-4,-8,0.0,-3
CC1=CC(C/C(C)=C/COc2ccc3ccc(=O)oc3c2)OC1=O (stereo unspecified),-6,-3,99,104,x,x,14,-1.3,3
CC(C)C(=O)NNC(=O)CSc1ncnc2c1cnn2-c1ccccc1Cl,-10,14,103,106,8,-13,6,0.0,2
O=C(CCCOc1ccc(Cl)cc1Cl)Nc1nnc(C2CC2)s1,6,-48,96,96,-9,-15,-10,1.9,0
CC(=O)c1ccc(N=Nc2ccc(C)cc2)cc1,-4,-23,109,106,-2,0,-1,-1.4,-1
Cc1noc(C)c1S(=O)(=O)N1CCC(C(=O)Nc2ccc(OC(F)(F)F)cc2)CC1,-3,6,113,109,0,1,15,1.1,3
COc1ccc(CCNC(=O)C2CCCN(S(=O)(=O)c3ccccc3)C2)cc1 (stereo unspecified),-2,-14,101,103,-5,-33,5,0.6,6
Cc1ccc(NC(=O)C2(N(CC(C)C)C(=O)Cn3nnnc3N)CCCCC2)cc1,-6,11,98,96,-6,-14,16,-0.7,-1
CCCCCn1c(CN2CC(C)OC(C)C2)nc2c1c(=O)n(C)c(=O)n2C (stereo unspecified),x,6,116,116,-3,-17,19,-2.0,8
COc1ccc(-n2c(Cn3c(=O)sc4ccccc43)nnc2SC)cc1,4,-21,96,102,-5,-8,-5,0.2,2
CCn1c(/C=C/c2c(C)n(CC)c3ccccc23)nc2ccccc2c1=O,3,-15,100,94,-1,-3,-2,-1.5,0
CNCCC1Sc2ccccc2Oc2ccccc21 (stereo unspecified),-5,3,102,109,-44,23,-7,-1.3,0
Cc1ccc(CNC(=O)c2cnccn2)cc1,0,12,102,102,2,-4,-4,1.2,-2
Cc1cccc(CCNC(=O)C2CCCN(c3cnccn3)C2)c1 (stereo unspecified),3,0,102,105,2,-23,15,-1.1,1
CCOc1ccccc1-c1nc(CN2CCN(C(=O)c3ccco3)CC2)c(C)o1,3,-3,100,97,6,-33,2,-2.1,2
Cc1ccc2c(CC(=O)Nc3nc(C)cs3)coc2c1,-2,-11,102,103,4,-1,15,0.4,-2
COC(=O)CC1C(=O)NCCN1C(=S)NC(=O)c1sc2ccccc2c1Cl (stereo unspecified),-8,6,72,65,-3,-5,3,-1.8,-24
Cc1ccc(N(CC(=O)N/N=C/c2ccc(OCC(N)=O)cc2)S(C)(=O)=O)cc1Cl,-5,9,97,90,6,-28,12,-0.1,-6
COc1ccc(C(=O)N(CN2CCCC2=O)c2cc(C)on2)cc1OC,1,-6,101,99,1,-3,22,-1.9,-1
O=C(N/N=C\c1cccc(Cl)c1)c1n[nH]c2c1CCCC2,-1,1,99,97,5,-3,-10,-1.1,-2
CC1=C(C(=O)OCCOc2ccccc2)C(c2ccc(C)o2)C2=C(CC(C)(C)CC2=O)N1 (stereo unspecified),-3,-5,106,102,19,-14,5,-1.5,4
O=S(=O)(c1ccccc1)c1nc(-c2ccccc2)oc1NCCCN1CCOCC1,0,-11,103,106,-13,5,1,0.1,1
O=C(CCC(=O)Nc1cccc2ccccc12)N/N=C/c1ccco1,-4,-25,93,91,3,-2,6,-0.8,-4

# The list goes on; the last 3 above are carried over.
SMILES,GalR3 antag,CRFBP-R2 block,MEKK3 PB1 HTS,MEKK2 WT-MEK5,HCV NS3 hel inh,FID counter,SUMO HTRF inh,CRFR2-BP ag,MEKK2 mut-MEK5
CC1=C(C(=O)OCCOc2ccccc2)C(c2ccc(C)o2)C2=C(CC(C)(C)CC2=O)N1 (stereo unspecified),-3,-5,106,102,19,-14,5,-1.5,4
O=S(=O)(c1ccccc1)c1nc(-c2ccccc2)oc1NCCCN1CCOCC1,0,-11,103,106,-13,5,1,0.1,1
O=C(CCC(=O)Nc1cccc2ccccc12)N/N=C/c1ccco1,-4,-25,93,91,3,-2,6,-0.8,-4
CCOc1ccc2[nH]c(C)c(CN3CCCCCC3)c(=O)c2c1,-7,4,111,120,-8,2,4,0.2,3
Cn1c(Cn2c(=O)sc3ccccc32)nnc1SCC(=O)NCc1ccccc1,-1,-14,95,94,-11,-6,10,1.2,0
COc1cccc(/C=N/NC(=O)C(=O)N2CCCC2)c1O,-11,-5,99,100,12,-6,23,-0.7,1
COc1cc(C)nc(N2CCCC(C(=O)Nc3cccc(Cl)c3C)C2)n1 (stereo unspecified),-4,10,102,104,2,-2,14,1.6,2
Cc1csc(SCC(=O)Nc2ccccc2)n1,1,-2,102,103,6,-3,1,0.5,-1
N#Cc1c2c(c(NCCN3CCOCC3)n3c1nc1ccccc13)CCCC2,-6,-9,100,96,2,-10,21,0.2,-4

# A portion of the library; rates above refer to the full screens.
